Compound activity (PubChem)
OX1R antag-1: antagonists of human orexin 1 receptor (OX1R); Orexin/Hypocretin receptor type 1 (Homo sapiens), O43613; OX1R-expressing cells, FRET antagonist read-out; inhibition, % at 6.6 µM; hit rate 1.8% among 330,000; AID 485270, 2010; in the data active = inhibition mostly above about 38%, no sharp cut-off; inactive = mostly below about 40%;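 note: 0% = agonist challenge alone and 100% = reference antagonist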
Target sequence (O43613 whole entry, looked up): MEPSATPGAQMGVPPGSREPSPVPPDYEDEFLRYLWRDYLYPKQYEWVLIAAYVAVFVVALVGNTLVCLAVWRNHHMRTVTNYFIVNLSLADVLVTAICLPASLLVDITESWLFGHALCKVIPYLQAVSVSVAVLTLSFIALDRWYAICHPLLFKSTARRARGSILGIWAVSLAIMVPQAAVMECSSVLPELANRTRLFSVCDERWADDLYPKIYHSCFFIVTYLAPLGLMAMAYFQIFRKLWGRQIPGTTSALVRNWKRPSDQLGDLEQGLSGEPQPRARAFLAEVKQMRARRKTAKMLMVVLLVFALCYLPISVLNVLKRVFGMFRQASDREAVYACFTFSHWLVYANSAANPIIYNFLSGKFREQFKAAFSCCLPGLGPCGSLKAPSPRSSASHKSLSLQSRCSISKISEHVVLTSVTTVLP
OX1R antag-2: OX1R (HCRTR1) antagonists, primary screen, fluorescence, CHO/OX1R cells, Fluo-8 calcium, orexin A; Orexin/Hypocretin receptor type 1 (Homo sapiens), O43613; Fluo-8 calcium fluorescence; AID 434989, 2010; hit rate 0.43% among 330,000; inhibition, % at 5 µM;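 active = inhibition above its plate's threshold, mean inhibition of all tested compounds on the plate plus 3 SD, cut at about 37% in these data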;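 note: 0% = orexin A challenge wells and 100% = SB-334867-A antagonist wells; not every result past the cut was called active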
* marks the source's active call; other numbers are inactive results. Hits appear at their usual frequency; about 2.1% have a hit in one of these screens.

SMILES	OX1R antag-1	OX1R antag-2
COC(=O)c1c(-c2c(Cl)cccc2Cl)noc1C(=O)NNC(=O)N(C)C	11	-12
COc1ccc(OC)c2[nH]c(=O)c(CCNS(=O)(=O)c3ccccc3)cc12	13	-23
Cc1ccc(SCCCCN2CCNCC2)cc1	12	-14
CCOC(=O)c1ccc(N2C(=O)CC(N3CCC(Nc4ccc(F)cc4)CC3)C2=O)cc1 (centres undefined)	5	-6
Cc1ccc(-n2nc(C)c3c2OC(N)=C(C#N)C3c2ccoc2)cc1 (centres undefined)	8	-11
CN(C)C=NC(=O)c1cc(C(=O)c2ccccc2)c[nH]1	13	-22
CCOc1ccc2nc(NC(=O)Nc3ccccc3)sc2c1	32	-23
Clc1ccc(CN2CCN(c3ncnc4scc(-c5cccs5)c34)CC2)cc1	12	-47
Cc1cc(NC(=O)Cc2ccsc2)ccc1Br	10	-19
CC[C@]12CCCN3CCc4c(n(c5ccccc45)C(=O)C1)C32 (some centres undefined)	5	-10
CN(C(=O)c1ccc(NC(=O)Cc2ccc(NC(=O)C3CCCN(C(=O)C4CCC4)C3)cc2)cc1)C1CC1 (centres undefined)	2	30
Cc1c(F)cccc1NS(=O)(=O)c1ccc2c(c1)c(C)cc(=O)n2C	12	-20
CC(=O)c1cccc(NC(=O)COc2ccccc2C(=O)c2cc(C#N)c(=O)n(C3CCCCC3)c2)c1	26	-23
CC(=O)N1N=C(c2cccs2)CC1c1ccc(C)o1 (centres undefined)	13	-18
COc1ccc(CCNc2ncnc3c2nnn3Cc2ccccc2)cc1	19	-15
COc1cc(Sc2ccc(C)cc2)c(OC)cc1N	31	-16
CCN1/C(=C/C=C/c2sc3ccccc3[n+]2CC)Sc2ccccc21	41*	36
c1ccc(-c2nc(-c3nccc4ccccc34)oc2-c2ccccc2)cc1	48	-42
CC(C)(C)C(=O)N1CCN(c2ncnc3scc(-c4ccccc4)c23)CC1	-6	-34
COC(=O)c1cc2sc(Cl)cc2n1Cc1nc(-c2ccccc2)oc1C	11	-21
S=c1[nH]nc(Cc2cccs2)n1-c1ccccc1	20	-20
C/C(=N\NC(=O)CC#N)C1COc2ccccc2O1 (centres undefined)	18	3
Cc1sc2ncnc(N)c2c1C	-2	-10
CCC(=O)N(Cc1ccc(S(N)(=O)=O)cc1)C1CC(=O)N(c2ccccc2)C1=O (centres undefined)	7	-3
CCCCc1nc(Cl)c(CO)n1Cc1ccc(-c2ccccc2-c2nnn[nH]2)cc1	9	-2

One compound at a time, from the list above. Values in the order: OX1R antag-1, OX1R antag-2
`CC(C)(C)C(=O)N1CCN(c2ncnc3scc(-c4ccccc4)c23)CC1` is listed with -6, -34
`CC(=O)N1N=C(c2cccs2)CC1c1ccc(C)o1` (centres undefined) is listed with 13, -18
`COc1ccc(CCNc2ncnc3c2nnn3Cc2ccccc2)cc1` is listed with 19, -15
`CCC(=O)N(Cc1ccc(S(N)(=O)=O)cc1)C1CC(=O)N(c2ccccc2)C1=O` (centres undefined) is listed with 7, -3
`Cc1ccc(SCCCCN2CCNCC2)cc1` is listed with 12, -14

(more compounds)
SMILES	OX1R antag-1	OX1R antag-2
Cc1ccc2cc(CN(c3ccccc3)S(=O)(=O)c3ccccc3)c(=O)[nH]c2c1	25	-30
Cc1cnc(C(=O)OCc2c(C)cc(C(C)(C)C)cc2C)cn1	8	-20
Cc1cc(C(=O)NCCc2ccc(Cl)cc2)c(C)o1	37	-23
O=C(O)c1cccc(-c2nc3ccccc3[nH]2)c1	12	7
O=C(COc1ccc(S(=O)(=O)Nc2ccccc2)cc1)NCc1cccnc1	12	-1
COC(=O)c1ccc(C23CC4(C2)[C@H](CN(C)[C@@H]4c2ccccc2)C3c2ccc(Cl)nc2)cc1 (some centres undefined)	19	-10
Cc1sc2c(c1C)c(=O)n(-c1ccccc1)c1nnc(C)n21	22	-7
COc1ccc(C(=O)NCC(=O)OCC(=O)Nc2cc([N+](=O)[O-])ccc2F)cc1	20	-3
Cc1c2n(c3ccccc13)CCN(C)C2	16	-22
CCCCN(CC)CCNC(=O)Cn1cnc2sc(C)c(S(=O)(=O)N3CCC(C)CC3)c2c1=O	3	-12
Cc1ccc(Nc2c([N+](=O)[O-])c(=O)n(C)c3ccccc23)cc1C	27	-21
Cc1cccc(NC(=O)c2ccco2)c1C	-8	-10
O=[N+]([O-])c1cccc(-c2nnc(C3CC3)o2)c1	24	-6
Fc1ccc(-n2nnc(-c3cccnc3)n2)cc1	28	-12
C=CC[C@@H](CC(=O)N[C@@H](CO)Cc1ccccc1)C(=O)N[C@H](COC(=O)[C@H](CC=C)CC(=O)OC(C)(C)C)Cc1c[nH]c2ccccc12	10	47
O=C(CCl)Nc1ccc(S(=O)(=O)NC2=NCCCCC2)cc1	12	8
Cc1cc(C)c(C)c(S(=O)(=O)NCC(=O)O)c1C	6	-1
CCN(c1ccccc1)S(=O)(=O)c1ccc(Oc2ccc([N+](=O)[O-])cc2)nc1	13	6
CCCOC(=O)CSc1nc(N)c(C#N)c(-c2ccco2)c1C#N	21	-17
CC[C@@]1(C(=O)OC)N[C@H](CN(C)C(=O)Nc2ccc(Cl)cc2)[C@@H]2C(=O)N(Cc3ccccc3)C(=O)[C@@H]21	3	-21
Cc1ccccc1N(CC(=O)N/N=C/c1ccc(Cl)cc1)C(=O)c1ccccc1	9	-57
CC(NC(=O)Cc1cccs1)C(c1cccs1)N1CCN(c2ccccc2)CC1 (centres undefined)	2	-31
COc1cc([N+](=O)[O-])ccc1-c1ccc(/C=N/NC(=O)OC(C)(C)C)o1	1	-14
O=C(Nc1ccccc1)c1cc(S(=O)(=O)NCc2ccncc2)ccc1Cl	6	-7
CCN1C(=O)C(O)(C2COC(C)(C)CC2=O)c2cc(Br)ccc21 (centres undefined)	25	-4

The listing continues:
SMILES	OX1R antag-1	OX1R antag-2
COc1ccccc1NC(=O)CC(=O)CSc1nnc(-c2ccc(C)cc2)n1-c1ccccc1	10	-5
COc1ccc(-c2cccc(C(=O)Nc3ccc(C)cc3)c2)cc1	37	-37
Cc1cc(S(=O)(=O)N2CCCc3ccccc32)ccc1-n1cnnn1	7	-7
CN1C(=O)NC(c2ccc(O)cc2)C2=C1CN(c1ccccc1)C2=O (centres undefined)	1	2
Cc1cccc(OCCCC(=O)Nc2ccc(S(N)(=O)=O)cc2)c1C	10	2
Cc1ccc(S(=O)(=O)Nc2ccc(NC(=O)c3cccs3)cc2)cc1	11	-3
COc1ccc(CNC(=O)NC2CCCCC2)cc1	7	-17
O=C(Nc1cccc2ccccc12)N1CCOCC1	23	-9
O=C(Nc1ccc(Cl)cc1)N1CC=CCC1	13	-8
CC1CCCCC12NC(=O)N(CC(=O)NCC(=O)Nc1ccc(F)c(F)c1F)C2=O (centres undefined)	5	-4
Cc1cc(C)nc(NC(=O)CSc2ccccn2)n1	20	-9
O=C1CC(Sc2ncccn2)C(=O)N1c1ccccc1 (centres undefined)	13	-9
CCNC(=S)NNC(=O)c1cc(C2CC2)nc2ccccc12	8	-14
O=C(NC(Cc1c[nH]c2ccccc12)C(=O)O)c1ccc2c(c1)OCO2 (centres undefined)	-8	3
COC(=O)c1ccc(CSc2n[nH]c(C)n2)o1	10	-6
CCCCc1nnc(NC(=O)CCS(=O)(=O)c2ccc(C)cc2)s1	7	-10
COc1ccc2nc(SCC(=O)NCc3ccc(OC)c(OC)c3)[nH]c2c1	15	3
CC(C)(C)OC(=O)NCCc1nnc(SCc2ccccc2)o1	8	-21
CCc1cc(CNC(=O)c2ccc(OC)c(OC3CCN(C(C)C)CC3)c2)on1	0	-14
CC1=C(C(=O)Nc2ccccc2)C(c2ccco2)NC(=S)N1 (centres undefined)	5	1
CC1CCCN(S(=O)(=O)c2ccc(C(=O)Nc3ccccc3-c3nc4ccccc4[nH]3)cc2)C1 (centres undefined)	5	1
COc1ccc(C2CC(=O)C3=C(C2)Nc2ncnn2C3c2ccccc2C)c(OC)c1 (centres undefined)	10	-36
CCN1CCC(NC(=O)Nc2ccc(F)cc2)CC1	11	-10
COc1ccccc1C1=NN(C2=NN=C(N)Cc3ncnn32)C(O)(C(F)(F)F)C1 (centres undefined)	14	-5
CCOC(=O)C1=C(COC(=O)c2cc(OC)c(OC)c(OC)c2)NC(=O)NC1C (centres undefined)	33	-9

Already shown: entries from further up.
SMILES	OX1R antag-1	OX1R antag-2
COC(=O)c1ccc(CSc2n[nH]c(C)n2)o1	10	-6
CCCCc1nnc(NC(=O)CCS(=O)(=O)c2ccc(C)cc2)s1	7	-10
COc1ccc2nc(SCC(=O)NCc3ccc(OC)c(OC)c3)[nH]c2c1	15	3
CC(C)(C)OC(=O)NCCc1nnc(SCc2ccccc2)o1	8	-21

Next records
SMILES	OX1R antag-1	OX1R antag-2
COc1cc(C(C)=O)ccc1Oc1ncnc2c1cnn2-c1ccc(F)cc1	1	-11
Nc1ncnc2c1ncn2[C@@H]1O[C@H](CNC(=O)[C@H]2CCC(=O)N2)[C@@H](O)[C@H]1O	11	11
CCOC(=O)C(C)C1(O)c2ccccc2-c2ncccc21 (centres undefined)	5	-11
Cn1c(=O)oc2cc(S(=O)(=O)N3CCC(C(=O)N4CCN(c5ccccc5)CC4)CC3)ccc21	3	-7
COc1ccc(C2C(C(=O)N3CCCCC3)c3ccccc3C(=O)N2C)cc1 (centres undefined)	28	-39
O=C(CCSc1nnc(-c2ccncc2)o1)Nc1ccc(Cl)cc1	1	-8
CCOC(=O)CN1Cc2cccc(C(=O)O)c2C1=O	29	-15
Cc1nc2ccc(F)cc2cc1C(=O)NC(C)C	6	-9
N#Cc1ccccc1S(=O)(=O)N1CCN(C(=O)C2COc3ccccc3O2)CC1 (centres undefined)	0	-3
CN(C)S(=O)(=O)c1ccc(NC=C(C#N)C#N)cc1	25	-4
O=C(COc1ccc(S(=O)(=O)N2CCCCC2)cc1)N1CCCC1	7	-16
CS(=O)(=O)N(CC(=O)Nc1ccccc1C(=O)N1CCCC1)c1cccc([N+](=O)[O-])c1	22	-26
Cc1ccc(NC(=O)Nc2ccccc2C#N)c(Cl)c1	5	-25
COc1ccc(-c2cc(C(=O)Nc3cc(Cl)ccc3OC)no2)cc1	-5	-12
Cc1cccc(NC(=O)c2cccc(NC(=O)c3ccco3)c2)c1C	2	-30
Cc1cc(NC(=O)Nc2ccccc2[N+](=O)[O-])n(C)n1	12	-15
O=C(Cn1c(=O)[nH]c2ccccc2c1=O)N1CCN(Cc2ccc3c(c2)OCO3)CC1	12	-7
Nc1ccccc1C(=O)NCC1(c2ccccc2)CCCC1	35	-16
COC(=O)CCCC1=CC2=CC(=O)C(C)(OC(=O)c3ccco3)C(=O)C2=CO1 (centres undefined)	9	-1
O=C(CC1C(=O)NCCN1Cc1cccc(C(F)(F)F)c1)NCCc1cnccn1 (centres undefined)	9	1
CCCCN(CCCC)S(=O)(=O)c1ccc(NC(=O)c2cccs2)cc1	21	-3
CCN(C(=O)COC(=O)c1cc(-c2ccccc2)nn1-c1ccccc1)C1CCS(=O)(=O)C1 (centres undefined)	10	-23
OCCN(Cc1ccccc1)C(=S)NC1CCCCC1	16	-26
CCN(CCCNC(=O)C1CCC(=O)N1Cc1ccccc1Cl)c1cccc(C)c1 (centres undefined)	20	-21
N#Cc1ccccc1OCC(=O)OCC(=O)NC1CCCCCC1	1	-10

Going on with the list:
SMILES	OX1R antag-1	OX1R antag-2
COc1ccccc1OCCC(=O)OCC(=O)Nc1ccc(S(=O)(=O)N2CCOCC2)cc1	8	-18
Cn1nc(C(F)(F)F)c(CN2CC(C)(C)C2=O)c1N1CCOCC1	12	-5
COc1cccc(CC2(CO)CCN(CC3=CC[C@H]4C[C@@H]3C4(C)C)CC2)c1	4	-41
O=C1CC2c3ccccc3C1C1C(=O)N(CCO)C(=O)C21 (centres undefined)	4	-12
O=C(O)C1CCCCN1C(=O)c1cc2c(s1)CCCCC2 (centres undefined)	7	-21
CCn1c(SCC(=O)Nc2cccc(C)c2)nc2nc3c(cc2c1=O)COC(C)(C)C3	16	-16
CC(=O)N1CCc2cc(Br)cc(S(=O)(=O)NCc3ccccn3)c21	3	-23
CC(C)(C)C(=O)N1CCN(c2ncccc2C(F)(F)F)CC1	3	-21
COC(=O)c1ccc(NC(=O)CNC(=O)c2sc3ccccc3c2Cl)cc1	-2	-3
O=C1CSc2ccc(C(=O)N3CCN(c4ccccn4)CC3)cc2N1	15	-5
CC(OC(=O)/C=C/c1ccccc1)C(=O)Nc1cccc(C#N)c1 (centres undefined)	30	-29
O=C(Nc1ccccc1N1CCOCC1)c1cccs1	14	-24
Cc1cccc(NC(=O)[C@H](Cc2ccccc2)NC(=O)OCc2ccccc2)c1	10	-10
Cc1cc(C)c(C(=O)COC(=O)CCn2c(C)csc2=O)cc1C	31	-41
CCOc1cc(/C=C2\CCCC(C(=O)C(F)(F)F)=C2O)ccc1O	4	-16
Cc1cc(C)nc(SC2CC(=O)N(c3ccc(Br)cc3)C2=O)n1 (centres undefined)	5	-17
CCOC(=O)c1c(C)[nH]c(C)c1S(=O)(=O)NC(CC)CN1CCOCC1 (centres undefined)	6	-6
O=C(N/N=C/c1ccco1)c1cc(-c2ccc3ccccc3c2)n[nH]1	42	44*
Cc1ccc(-n2c(-c3ccncc3)n[nH]c2=S)c(C)c1	1	0
CCC(=O)N/C(N)=N/c1nc2ccccc2o1	5	-7
COc1ccc(-c2[nH]c(-c3ccc(SC)cc3)nc2SCC(=O)Nc2nccs2)cc1	23	-16
Cc1cc(-c2cc(C(=O)Nc3ccccc3)on2)nc(NCC2CC2)n1	32	-28

OX1R antag-1, hit marks shown above.
SMILES	OX1R antag-1	OX1R antag-2
CCN1/C(=C/C=C/c2sc3ccccc3[n+]2CC)Sc2ccccc21	41*	36
